MDM2 E3 inh: MDM2-luciferase reporter signal enhancers, primary screen, MDM2 E3 ligase inhibitor project, cell-based, luminescence, 1536-well; signal enhancement, % at 5 µM; 0.11% of 210,000 active; E3 ubiquitin-protein ligase Mdm2 (Homo sapiens), Q00987; cell-based MDM2 ubiquitination luciferase reporter, 2 h; 0 = plate control, 100 = twice control, blank-subtracted;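 active means signal enhancement of 30% or more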;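 further: luminescence tracks abundance of the self-degrading MDM2-luciferase fusion protein; higher signal means inhibition of MDM2 E3 ligase activity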
Target sequence (Q00987 whole entry, looked up, the tested form may be a part): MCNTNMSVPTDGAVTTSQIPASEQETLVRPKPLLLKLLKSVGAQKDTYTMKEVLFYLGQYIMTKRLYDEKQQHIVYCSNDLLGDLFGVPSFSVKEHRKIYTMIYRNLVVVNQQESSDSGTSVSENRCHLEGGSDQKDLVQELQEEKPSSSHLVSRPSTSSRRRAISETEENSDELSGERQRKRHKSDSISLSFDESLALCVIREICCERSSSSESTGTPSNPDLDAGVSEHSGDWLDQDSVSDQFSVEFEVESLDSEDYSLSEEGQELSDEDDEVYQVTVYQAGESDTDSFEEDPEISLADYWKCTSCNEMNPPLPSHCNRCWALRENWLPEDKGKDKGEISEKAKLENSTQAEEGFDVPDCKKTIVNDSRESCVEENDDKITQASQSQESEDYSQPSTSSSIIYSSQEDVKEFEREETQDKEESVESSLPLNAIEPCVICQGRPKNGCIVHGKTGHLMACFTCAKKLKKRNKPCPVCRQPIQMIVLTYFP
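Material: Stable MDM2–luciferase fusion reporter cells | Amount: 2000 cells seeded into each well | Dosing: One concentration, 5 µM, with 0.2% DMSO | Incubation: 4 h cell settling then 2 h compound exposure, 37 °C | Measured by: Luciferase luminescence | Read-out basis: % enhancement relative to plate controls after blank subtraction | Benchmarks: Control and blank well means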
TRPML3 ag: human TRPML3 channel agonists, primary screen, cell-based, HEK293 TRPML3-YFP, Fluo-8 calcium fluorescence, 3 µM; AID 1448, 2008; 100% = the carbachol control signal; activation, % at 3 µM; Mucolipin-3 (Homo sapiens), Q8TDD5; 0.29% of 220,000 active;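 active means activation above its plate's cutoff, the mean activation of the plate's test wells plus 3 SD, cut at about 12% in these data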;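 further: 0% = DMSO only wells and 100% = carbachol wells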
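Material: HEK293 cells stably carrying human TRPML3-YFP; compound dosing: single dose, 3 µM final nominal compound, 0.3% DMSO final; incubation: 1-h 37 °C dye load, 5-s basal, 120-s post-compound reads; technique: Fluo-8 intracellular calcium fluorescence, excitation 470-495 nm, emission 515-575 nm; read-out basis: percent activation from peak-to-basal fluorescence ratio, scaled between DMSO and carbachol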
CHOP inh: inhibitors of CHOP promoter induction, primary screen, cell-based, unfolded protein response, luciferase reporter. inhibition, % at 10 µM. CHO-K1 CHOP-promoter luciferase, tunicamycin-induced, 15-18 h. 3.8% of 220,000 active;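 active means compounds that reduced the stress-induced luciferase reporter signal by more than about 70% of percent inhibition, limit read from the data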;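 further: 0% = tunicamycin plus vehicle and 100% = wells without tunicamycin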
PPC-1+TRAIL kill: compounds killing PPC-1 cancer cells with TRAIL present, primary screen, TRAIL potentiator project, ATPLite luminescence, uHTS; PPC-1 cells + TRAIL, ATPLite viability luminescence; cell killing (% activity), % at 4 µM; 0.41% of 220,000 active;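 active means cell killing above 50% in the first pass at 4 µM, then a duplicate retest at 5 µM averaging 50% or more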;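 further: plate controls were cells with TRAIL plus DMSO for no effect and medium-only wells lacking cells for full effect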
EBV gp42 block: Epstein-Barr virus gp42 inhibitors, primary screen, biochemical, uHTS, fluorescence polarization; Glycoprotein 42 (Epstein-Barr virus (strain AG876)), Q1HVG2; Fluorescence polarization binding assay, mP read-out; inhibition, % (tested at 21.74 µM); 0.42% of 220,000 active; AID 1085, 2008; in the data active means inhibition above about 50%
Target sequence (Q1HVG2 whole entry, looked up): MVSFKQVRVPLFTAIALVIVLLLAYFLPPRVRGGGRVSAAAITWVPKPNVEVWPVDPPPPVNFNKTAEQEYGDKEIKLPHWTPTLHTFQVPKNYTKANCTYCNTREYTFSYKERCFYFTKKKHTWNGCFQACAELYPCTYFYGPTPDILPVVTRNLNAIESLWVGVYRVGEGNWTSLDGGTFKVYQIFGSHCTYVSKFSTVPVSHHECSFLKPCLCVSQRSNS
TNF death inh: inhibitors of TNF-alpha triggered necroptosis, primary screen, cell-based, Jurkat FADD-/-, single concentration; Jurkat FADD-/- TNF necroptosis rescue, ATP luminescence, 24 h; 0 = TNF only, 100 = no-TNF cells; activation (protection from cell death), % at 10 µM; 0.068% of 220,000 active;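 active means activation, meaning protection from cell death, of at least 50% relative to plate controls; inactive means activation below 50%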;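 further: necroptosis triggered by 40 ng/mL TNF-alpha added together with compound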
p47phox inh: p47phox/p22phox peptide binding inhibitors, primary screen, biochemical, uHTS, NADPH oxidase regulatory subunit; inhibition, % at 24.7 µM; 0.53% of 220,000 active; fluorescence polarization, 2 h;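 active means inhibition above about 30%, limit read from the data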;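 further: 0% = p47phox with labelled peptide and 100% = labelled peptide alone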
Target sequence (P14598 whole entry, looked up): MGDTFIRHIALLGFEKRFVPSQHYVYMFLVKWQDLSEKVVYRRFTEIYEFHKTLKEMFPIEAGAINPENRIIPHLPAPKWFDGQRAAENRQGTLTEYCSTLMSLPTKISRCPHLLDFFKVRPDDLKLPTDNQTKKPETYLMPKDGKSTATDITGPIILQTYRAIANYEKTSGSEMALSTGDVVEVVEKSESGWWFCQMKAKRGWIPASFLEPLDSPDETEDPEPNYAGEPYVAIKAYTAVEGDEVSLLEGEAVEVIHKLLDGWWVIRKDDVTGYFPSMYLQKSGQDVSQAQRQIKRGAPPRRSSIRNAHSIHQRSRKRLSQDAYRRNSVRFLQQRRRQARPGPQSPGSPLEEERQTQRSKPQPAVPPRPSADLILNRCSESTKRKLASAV
Runt-SMMHC FRET: inhibitors of RUNX1 Runt–CBFb-SMMHC binding, primary screen, biochemical, FRET, Cerulean-Runt, Venus-CBFb-SMMHC, uHTS. Runt-related transcription factor 1 (Homo sapiens) + Core-binding factor subunit beta …. Cerulean-Runt/Venus-CBFb-SMMHC FRET ratio 530/480, 1 h. inhibition, % at 20 µM. 0.74% of 220,000 active;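 active means mean inhibition across duplicate retests at 20 µM reaching about 50%, limit read from the data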;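 further: 0% = DMSO wells and 100% = wells with excess untagged CBFb-SMMHC; inhibitors lower the FRET ratio by blocking Runt binding to CBFb-SMMHC; some results filed as inactive read as strong as hits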
TRPN1 ag: zebrafish TRPN1 channel agonists, primary screen, cell-based, HEK293, calcium fluorescence | AID 1424, 2008 | 0.18% of 220,000 active | HEK293 zebrafish TRPN1-YFP, Fluo-8 calcium fluorescence; 100% = response to 87 µM carbachol | activation, % at 3 µM;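 active means activation above its plate's cutoff, the mean activation of test wells on that plate plus 3 SD, cut at about 19% in these data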;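 further: 0% = DMSO alone and 100% = 87 µM carbachol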
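Material: zebrafish TRPN1-YFP in HEK293 cells; Doses: single test compound dose, 3 µM nominal, 0.3% DMSO; Timing: dye loading 1 h at 37 °C, then 30 min room temperature; Technique: intracellular calcium fluorescence with Fluo-8; Benchmarks: high carbachol 87 µM, low DMSO alone.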
* = called active by the depositor; nt = no result given. Compounds were not picked by outcome. Share with any hit: about 5.9%.

SMILES	MDM2 E3 inh	TRPML3 ag	CHOP inh	PPC-1+TRAIL kill	EBV gp42 block	TNF death inh	p47phox inh	Runt-SMMHC FRET	TRPN1 ag
CC1(C)CC(=O)C2=C(C1)N(Cc1ccco1)C(=O)C2(NC(=O)c1ccc(Cl)cc1Cl)C(F)(F)F (centres undefined)	1	-1.4	2	19	-5	-0.1	-16	5	-1.2
Cc1nn(Cc2ccc(Cl)cc2Cl)c(C)c1NC(=O)c1nc2n(n1)C(C(F)F)CC(C)N2 (centres undefined)	-16	-0.2	-14	12	-23	-1.4	-15	4	-0.5
O=C(NC1CC1)C1=C[C@H](C2CCCCC2)C[C@H](OCCCCO)O1	12	nt	12	13	-3	-0.8	-16	0	nt
Cc1ccc(-c2nnc(N)o2)cc1	-19	-0.2	6	14	-12	0.0	0	0	-1.0
CN1CCN(/N=C/c2ccc(Br)cc2)CC1	-18	0.1	-24	20	-15	1.7	-6	0	-1.2
COc1cccc(C(=O)c2c[nH]c(C(=O)NCc3ccco3)c2)c1	-11	-1.4	12	3	3	-2.8	-2	0	1.3
COC(=O)CSC1=C(C#N)C(c2ccc(C(C)C)cc2)CC(=O)N1 (centres undefined)	-9	0.1	40	22	-22	56*	-9	0	0.3
C=CCN1C(=O)CSc2ccc(C(=O)NCCC3=CCCCC3)cc21	-16	-0.1	63	-2	10	-0.9	-13	1	0.5
CC1CCC/C(=N\NC(=S)Nc2ccccc2)C1 (centres undefined)	8	0.1	16	20	-12	2.0	-11	2	0.9
COC(=O)COc1ccc2c(=O)c(-c3ccccc3)coc2c1	-29	0.8	-2	0	-7	1.7	-6	-7	3.6
COc1cc2cccc(OC)c(=O)c2c(OC)c1OC	-1	0.7	11	7	-2	0.0	1	-2	0.6
Cc1cc(NCCN2CCCCC2)n2c(nc3ccccc32)c1C#N	-11	1.1	-8	-12	0	0.0	-7	14	0.2
CCOCCCNCc1cccc(OCc2ccc(F)cc2)c1	-16	0.7	9	18	-21	2.7	-20	0	-0.3
CCCCCCCCCCCNC(=O)c1ccoc1C	nt	0.4	48	-14	-19	-2.7	-38	9	1.6
CCCN(C(=O)c1cccs1)c1nnc(-c2ccncc2)s1	4	0.3	8	10	-9	-0.8	-9	1	1.3
COc1ccc(C2/C(=C(\O)c3ccc(OC)c(Cl)c3)C(=O)C(=O)N2CCN(C)C)cc1 (centres undefined)	6	0.1	-13	5	-26	0.2	-9	4	-1.0
Cc1ccc(-n2c(-c3ccncc3)n[nH]c2=S)c(C)c1	-14	0.6	0	13	-28	0.7	-9	8	0.9
CNC(=S)N/N=C(\C)c1ccc(-n2ccnc2)cc1	1	0.8	-3	-7	4	0.5	-3	5	-0.2
O=C(OCc1ccc2c(c1)OCO2)c1ccc(S(=O)(=O)N2CCCCC2)cc1	-8	0.0	18	7	7	-2.0	5	-2	-1.2
COc1cc(NC(=O)c2ccc(OC)c([N+](=O)[O-])c2)ccc1NC(=O)c1ccco1	-10	0.2	55	0	6	0.9	-14	0	2.0
Nc1ccc2nc(NC(=O)C3CCCCC3)sc2c1	-16	1.3	-20	3	-7	-7.2	-11	2	-1.7
Cc1ccc2nsnc2c1S(=O)(=O)NCc1ccc2c(c1)OCO2	-8	0.6	22	12	11	-1.5	-4	2	0.4
CCC1C(=O)N=C(SCC(=O)Nc2ccccc2)NC1=O (centres undefined)	-10	1.2	46	25	-6	-1.6	-12	-3	1.7
CCOC(=O)c1c(CN2CCCCC2)n(C)c2cc(Br)c(O)cc12	4	0.3	44	12	0	-0.3	-12	2	-1.4
CCOC(=O)c1cccc(S(=O)(=O)N2CCCC2)c1	-5	-0.5	31	7	-5	0.7	-3	-1	-0.8
CCn1c(=O)cc(SCC(=O)N2CCOCC2)c2ccccc21	15	0.2	-35	-6	-20	-5.6	-22	-5	8.4
Cc1cc2n(c1)CCn1c(C)ccc1-2	8	0.9	6	22	-16	-0.5	5	-8	0.8
CCCNCC1COc2ccccc2O1 (centres undefined)	-13	0.8	-31	15	-9	0.0	5	-5	0.8
Cc1cccc(-n2c(SCC(=O)Nc3nnc(C)s3)nnc2-c2ccoc2C)c1	-8	-1.3	63	7	-7	-2.6	0	-1	-0.2
Nc1ncnc2c1cnn2C1CCCCC1	-6	0.6	22	27	-9	-0.3	-24	0	0.1
CC(=O)NNC(=S)NC(=O)C(c1ccccc1)c1ccccc1	-13	-0.2	39	6	0	1.4	-12	0	-2.5
CC(=O)c1cccc(NC(=O)C(Sc2ncnc3ccccc23)c2ccccc2)c1 (centres undefined)	-8	2.0	19	19	-53	4.1	-68	-4	1.6
CC(C)(C)C(=O)Nc1ccc(C(=O)N/N=C/c2ccccc2OC(=O)c2ccccc2)cc1	-17	0.5	38	10	6	-17	-4	-1	1.7
Cc1ccc(S(=O)(=O)N2CCC(C(=O)N[C@@H](C)C(=O)NCc3ccco3)CC2)cc1	-7	0.8	6	-6	-14	-2.3	-9	2	0.8
CC(=O)Nc1ccc(S(=O)(=O)Nc2c(C)nn(-c3ccccc3)c2C)cc1	-18	0.0	9	32	-15	0.8	-5	-2	0.2
CC1=C(C(=O)OC(C)C)C(c2ccc(F)cc2)NC(=O)N1 (centres undefined)	-15	0.8	45	2	-17	-3.8	-5	6	-0.7
CCC(OC(=O)C1=Cc2ccccc2OC1)C(=O)NC1CCCC1 (centres undefined)	-9	0.3	39	0	-7	-6.0	-10	5	0.1
CCN1CCn2c3c(c4cc(Cl)ccc42)CCCC31 (centres undefined)	-17	0.8	50	8	-8	1.0	3	-28	-0.8
Cc1nc(N2CCC(C)CC2)c2c(C)c(C(=O)Nc3ccccc3C(F)(F)F)sc2n1	-10	0.3	-6	7	9	-0.1	-16	-7	0.1
CCOc1ccc(N2C(=O)c3cccnc3C2Nc2ccc(F)cc2)cc1 (centres undefined)	nt	0.3	-8	2	2	0.1	-22	-7	0.3
Clc1nc(Cl)nc(NCCC2=CCCCC2)n1	-6	0.4	-20	0	5	-0.1	7	3	1.0
CC(C)(C)c1ccc(S(=O)(=O)CC(O)CSc2nc3c(cc2C#N)CCCC3)cc1 (centres undefined)	-3	-0.4	1	2	-8	0.5	-3	-2	-1.0
O=C1CCCc2oc3c(c21)CCCC3	-5	0.0	22	-4	4	-0.2	4	2	-0.5
Clc1cccc(COn2c(-c3ccc(Cl)cc3Cl)nc3ncccc32)c1	-5	-0.1	74*	0	4	-0.7	-20	0	-2.2
CCOC1(c2ccccc2)CC1C(=O)N/N=C/c1cccc([N+](=O)[O-])c1 (centres undefined)	-7	0.2	35	-3	-5	-2.6	-3	2	0.2

Some of the entries so far, as a markdown table:
| SMILES | MDM2 E3 inh | TRPML3 ag | CHOP inh | PPC-1+TRAIL kill | EBV gp42 block | TNF death inh | p47phox inh | Runt-SMMHC FRET | TRPN1 ag |
| --- | --- | --- | --- | --- | --- | --- | --- | --- | --- |
| CC(=O)Nc1ccc(S(=O)(=O)Nc2c(C)nn(-c3ccccc3)c2C)cc1 | -18 | 0.0 | 9 | 32 | -15 | 0.8 | -5 | -2 | 0.2 |
| Clc1cccc(COn2c(-c3ccc(Cl)cc3Cl)nc3ncccc32)c1 | -5 | -0.1 | 74* | 0 | 4 | -0.7 | -20 | 0 | -2.2 |

Next part
SMILES	MDM2 E3 inh	TRPML3 ag	CHOP inh	PPC-1+TRAIL kill	EBV gp42 block	TNF death inh	p47phox inh	Runt-SMMHC FRET	TRPN1 ag
COCCCN=Cc1c(-c2ccccc2)[nH]n(-c2nc3ccccc3s2)c1=O	-9	0.0	-1	13	-4	-9.6	-86	-2	0.9
CCc1cc(C(=O)NNC(=S)NC(C)c2ccccc2)cs1 (centres undefined)	-14	0.5	25	15	1	0.3	-26	2	-0.1
CC(C)c1ccc(/C=C/C(=O)NC2CCCCC2)cc1	7	0.6	32	22	-19	0.1	-7	-9	0.6
COCCOC(=O)C1=C(N)Oc2c(oc(CO)cc2=O)C1c1ccccc1F (centres undefined)	-6	0.8	12	31	-8	-0.1	-10	1	1.4
COc1ccc(C(=O)NCc2nnc(SCC(=O)Nc3nnc(C)s3)o2)cc1	-18	0.6	-21	-1	1	1.7	-1	3	0.1
Cn1nc(CC(=O)Nc2ccc(N3CCN(C(=O)OC(C)(C)C)CC3)cc2)c2ccccc2c1=O	0	4.2	nt	12	-15	-17	31*	-1	7.0
CC(C)(C)c1ccc(C(=O)NCC(=O)OCN2C(=O)c3ccccc3C2=O)cc1	nt	0.0	-1	1	-13	-1.8	-6	5	-0.1
CCn1c(SCc2nc(-c3ccccc3)no2)nnc1-c1cccs1	-11	-0.1	26	-3	-19	0.6	0	1	-1.1
Cc1nn(-c2nnc(NCc3ccccc3)nn2)c(C)c1Br	34*	0.6	73*	5	-26	-0.2	-9	0	-1.7
Cc1cc(N)n(-c2ccc3ccccc3c2)n1	-4	-0.4	15	22	-7	-19	-5	3	0.1
Cc1ccc(-n2c(=O)c3sccc3n(CC(=O)NCc3ccco3)c2=O)cc1F	1	0.1	21	-1	-9	-1.5	-2	4	0.6
C=CCc1cccc(/C=N/NC(=O)CNc2ccccc2OC)c1O	-7	-0.3	89*	9	-18	-7.8	-5	6	0.1
CCCCOc1ccc(C(=O)Nc2ccc(N3CCN(C)CC3)cc2)cc1	-6	1.1	-29	24	-2	8.8	-9	2	-0.9
Cc1nn(C(C)C(=O)O)c(=O)c2c1sc1ccccc12 (centres undefined)	-13	-0.1	-19	nt	-20	-0.4	-20	-2	1.8
Cc1nnc(SCC(=O)N2CCN(S(=O)(=O)c3ccccc3)CC2)[nH]c1=O	-15	0.8	-7	6	-21	-0.7	-5	4	-0.8
Cc1cc(C)c2ccc(=O)n(CC(=O)N/N=C/c3ccccc3Cl)c2n1	-11	0.2	27	-3	-5	-0.8	-3	1	0.5

An excerpt from above in order of their number in Runt-SMMHC FRET, ascending:
SMILES | Runt-SMMHC FRET
Cc1nn(C(C)C(=O)O)c(=O)c2c1sc1ccccc12 (centres undefined) | -2
COCCOC(=O)C1=C(N)Oc2c(oc(CO)cc2=O)C1c1ccccc1F (centres undefined) | 1
CCc1cc(C(=O)NNC(=S)NC(C)c2ccccc2)cs1 (centres undefined) | 2
Cc1nnc(SCC(=O)N2CCN(S(=O)(=O)c3ccccc3)CC2)[nH]c1=O | 4
CC(C)(C)c1ccc(C(=O)NCC(=O)OCN2C(=O)c3ccccc3C2=O)cc1 | 5
